Compound activity (PubChem)
m5-HT2A agonist: activates the mouse 5-HT2A serotonin receptor; P35363; CHO-K1 mHTR2A beta-arrestin complementation, luminescence; percent of 30 µM serotonin response; activation, % at 7.6 µM; 360,000 compounds, 0.66% hits;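 active = activation above a run cutoff, the mean activation of all tested compounds plus 3 SD, cut at about 14% in these data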;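 also: 0% = plate median of compound wells and 100% = 30 µM serotonin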
Target sequence (P35363 whole entry, looked up): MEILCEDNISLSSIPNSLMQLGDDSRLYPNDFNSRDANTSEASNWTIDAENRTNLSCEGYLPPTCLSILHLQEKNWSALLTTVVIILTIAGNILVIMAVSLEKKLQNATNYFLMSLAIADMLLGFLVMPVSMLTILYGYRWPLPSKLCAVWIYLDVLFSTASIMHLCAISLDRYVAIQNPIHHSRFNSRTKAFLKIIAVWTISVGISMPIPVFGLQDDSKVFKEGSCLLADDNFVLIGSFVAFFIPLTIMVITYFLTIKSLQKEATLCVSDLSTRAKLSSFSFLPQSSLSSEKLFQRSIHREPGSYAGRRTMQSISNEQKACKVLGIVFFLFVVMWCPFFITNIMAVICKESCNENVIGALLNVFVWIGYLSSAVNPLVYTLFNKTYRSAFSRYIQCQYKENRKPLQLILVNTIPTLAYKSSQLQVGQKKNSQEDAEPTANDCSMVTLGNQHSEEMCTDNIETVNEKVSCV
ABHD5 PLIN5 PPI: inhibitors of human ABHD5-perilipin-5 interaction; Split G. princeps luciferase complementation, luminescence, 4 h; inhibition, % at 4 µM; AID 602281; Q00G26+Q8WTS1; 360,000 compounds, 0.78% hits;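 active = inhibition above the mean inhibition across every tested compound plus 3 SD, cut at about 22% in these data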;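 also: 0% = DMSO only wells and the 100% control is not disclosed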
TLR9-MyD88 inh: blocks human TLR9 binding to MyD88. Q9NR96+Q99836. CHO BLA complementation TLR9-MyD88, CCF4 FRET ratio. inhibition, % at 4.98 µM. 340,000 compounds, 0.21% hits;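 active = inhibition above the mean over all tested compounds plus 3 SD, cut at about 21% in these data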;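 also: 0% = DMSO only wells and 100% = clavulanate BLA inhibitor control wells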
MC4R ag barr: agonists of human melanocortin 4 receptor (MC4R) beta-arrestin; P32245; U2OS MC4R beta-arrestin complementation, luminescence; percent of melanotan II response, DMSO zero; activation, % at 8.9 µM; 360,000 compounds, 0.98% hits; AID 540308;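 active = activation above a per-plate cutoff, the mean activation of sample wells on that plate plus 3 SD, cut at about 8% in these data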
Target sequence (P32245 whole entry, looked up): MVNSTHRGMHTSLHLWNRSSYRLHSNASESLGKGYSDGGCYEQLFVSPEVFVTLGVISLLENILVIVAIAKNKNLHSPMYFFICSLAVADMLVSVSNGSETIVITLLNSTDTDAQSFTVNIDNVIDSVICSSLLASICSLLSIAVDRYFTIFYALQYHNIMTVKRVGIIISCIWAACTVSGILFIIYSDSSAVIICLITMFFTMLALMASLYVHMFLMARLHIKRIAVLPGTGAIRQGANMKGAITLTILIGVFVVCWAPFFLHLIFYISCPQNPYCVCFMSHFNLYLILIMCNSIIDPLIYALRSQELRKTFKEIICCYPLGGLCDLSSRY
MC4R antag cAMP: blocks human MC4R cAMP signaling | P32245 | MC4R-expressing cells, MTII-stimulated cAMP, LANCE TR-FRET | inhibition, % at 6.5 µM | 360,000 compounds, 0.48% hits;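 active = inhibition above its plate's cutoff, the mean of tested wells on that plate plus 3 SD, cut at about 29% in these data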;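 also: 0% = Melanotan II alone and 100% = Melanotan II plus saturating MCL0020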
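Material: U2OS-MC4R stable cell line | Reagent: Melanotan II challenge after compound preincubation | Doses: One concentration, 6.5 µM nominal | Incubation: 30-min compound preincubation, 1-h Melanotan II challenge, 1-h detection, room temperature | Signal: TR-FRET cAMP assay | Replicates: One well per compound, no replicates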
NOD2-RIPK2 inh: NOD2-RIPK2 protein interaction inhibition | O43353 | CHO BLA complementation NOD2-RIPK2, CCF4 ratio | inhibition, % at 4.98 µM | 360,000 compounds, 0.38% hits | AID 624267; in the data active = inhibition above about 21%;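 also: 0% = vehicle only and 100% = reference blocker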
N-glyco inh: blocks N-linked glycosylation in D54 reporter cells. D54 ERlucT glycosylation luciferase reporter, 24 h; percent of 100 nM tunicamycin response. reporter increase, % at 12.5 µM. 360,000 compounds, 0.23% hits. AID 588692;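 active = mean luciferase reporter signal, scaled so untreated is 0 and the glycosylation-blocking control 100, at or above a set limit in every replicate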;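 also: luciferase carries N-glycosylation sites so blocking glycosylation raises the light; 0% = median of neutral control wells and 100% = median of 100 nM tunicamycin wells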
ABCB6 inh 2: inhibitors of human ABC transporter ABCB6. Q9NP58. K562-ABCB6 porphyrin accumulation, flow cytometry, 1 h; hits give low values. fluorescence ratio to DMSO, % at 10 µM. 360,000 compounds, 0.19% hits. AID 602162;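 active = fluorescence ratio to DMSO below 75%, the collection mean minus 3 SD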;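 also: signal is porphyrin accumulated inside mitochondria; 100% equals median channel fluorescence of DMSO control wells; lower ratio means ABCB6 inhibition with less porphyrin fluorescence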
H9c2 protect: protects H9c2 cardiomyocytes from peroxide injury; H2O2 injury protection, ATPLite, 2 h; protection from H2O2 cell death, % at 20 µM; 360,000 compounds, 0.63% hits;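 active = compounds giving at least 50% protection of heart cells from peroxide-induced death in the single-dose screen, raw or plate-pattern-corrected value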;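 also: 0% = DMSO wells with peroxide and 100% = DMSO wells without peroxide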
NCOA2 inhibitor: human SRC2 (NCOA2) inhibition; Q15596; HEK293 GAL4-SRC2 luciferase reporter, luminescence; inhibition, % at 9 µM; 370,000 compounds, 0.17% hits; AID 651957;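 active = inhibition above the mean inhibition of all tested compounds plus 3 SD, set per campaign, cut at about 52% in these data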;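 also: 0% = DMSO treated cells and 100% = cells given Gossypol at 36 µM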
Numbers without * were called inactive; / = no result given.

SMILES	m5-HT2A agonist	ABHD5 PLIN5 PPI	TLR9-MyD88 inh	MC4R ag barr	MC4R antag cAMP	NOD2-RIPK2 inh	N-glyco inh	ABCB6 inh 2	H9c2 protect	NCOA2 inhibitor
COc1cc(CNCCc2ccc3c(c2)OCO3)cc(OC)c1OC	3	6	-2	0.1	17	-6	1	104	10	-1
O=C1/C(=C/c2ccc([N+](=O)[O-])cc2)N2CCC1CC2	4	10	-7	0.7	12	4	1	96	2	-7
O=C(CN1CCOCC1)Nc1ccc(Br)cc1C(=O)c1ccccc1	-1	-3	-7	0.5	4	-1	-2	101	-3	4
CC(Cc1ccccc1)NC(=O)/C=C/c1ccc(Cl)cc1 (stereo unspecified)	-6	-5	12	-1.0	2	-3	1	91	-9	-7
O=C1CC(N2CC2)C(=O)N1c1ccccc1 (stereo unspecified)	2	4	3	-2.4	-6	-7	-1	90	-6	3
O=C(Nc1ccccc1)c1c(O)[nH]c(=S)[nH]c1=O	7	-8	-12	-0.1	11	-9	1	101	-3	-26
c1ccc(C(OCCN2CCN(c3ncccn3)CC2)c2ccccc2)cc1	-11	-2	0	-0.7	4	6	-2	93	-8	2
CC12CCC3c4ccc(OC(=O)N(CCCl)CCCl)cc4CCC3C1CCC2O (stereo unspecified)	-6	1	-7	-2.5	-16	-15	8	99	-16	-12
CC1CCN(CC(=O)c2ccccc2Cl)CC1	-5	6	10	1.6	2	-9	-1	95	-6	-12
COP(=O)(OC)C(Nc1ccccc1)c1ccccc1 (stereo unspecified)	-3	-6	-10	-0.7	-2	-3	3	104	7	-52
COC(=O)c1cccc(N=Cc2c(O)n(Cc3ccc(F)cc3)c(=O)[nH]c2=O)c1	3	0	/	-0.3	15	-17	1	100	16	-15
Cc1cc(OCC(=O)NCc2ccncc2)c2c3c(c(=O)oc2c1)CCCC3	3	9	4	0.6	3	-7	-4	101	23	-12
COC1=CC=C2[C@H]3Cc4ccc(OC)c5c4[C@@]2(CCN3C)C1O5 (stereo partly specified)	7	0	-8	-1.9	1	3	0	100	-2	-1
COc1ccc(OC)c(N2C(=O)CC(=O)NC2=O)c1	7	30*	-2	0.0	-6	-2	2	96	-2	3
COc1ccc(CN2CCNCC2)cc1	7	11	17	-0.2	-4	-9	0	94	-3	17
O=c1[nH]c(O)c(C=Nc2ccccc2Oc2ccccc2)c(=O)[nH]1	0	4	-5	1.7	7	-26	1	100	-8	-17
COCCNC(=O)c1c(N)n(CCC(C)C)c2nc3ccccc3nc12	1	-12	2	2.7	-3	-9	3	110	6	20
CC(=O)OCC(=O)[C@H]1CC[C@H]2[C@@H]3CC[C@H]4C[C@H](O)CC[C@]4(C)[C@H]3C(=O)C[C@]12C	-5	7	0	-1.2	7	-2	-3	94	-6	-6
CCCC12CN3CC(CCC)(CN(C1)C3c1ccccn1)C2=O (stereo unspecified)	2	2	4	2.2	27	0	1	97	5	-30
CC(C)COc1ccc(C2(C#N)CC[N+](C)(C)CC2)cc1	-1	1	-3	0.6	1	0	0	97	-20	10
COC(=O)C1=C(c2ccc(F)cc2F)C[C@@H]2CC[C@H]1N2C(=O)NCCOc1ccc(OC)cc1	0	3	0	1.6	1	7	-2	98	4	/
CN1C2CNC(=O)CC1C1CCC2C1 (stereo unspecified)	9	-6	6	0.1	4	7	0	96	-2	-12
O=c1c2ccccc2nc(CSc2ncnc3nc[nH]c23)n1-c1ccc(Cl)c(Cl)c1	0	2	0	-0.5	0	-15	2	88	68*	1
Cc1cc2c(C(C)C)c(O)c(O)c(C=O)c2c(O)c1-c1c(C)cc2c(C(C)C)c(O)c(O)c(C=O)c2c1O	-1	7	/	9.5*	14	2	-3	92	-25	13
Cc1cc(C)nc(-n2c(C)nc3cc(Cl)ccc3c2=O)c1	-1	-3	-3	1.2	4	-9	3	91	0	-27

(cont.)
SMILES	m5-HT2A agonist	ABHD5 PLIN5 PPI	TLR9-MyD88 inh	MC4R ag barr	MC4R antag cAMP	NOD2-RIPK2 inh	N-glyco inh	ABCB6 inh 2	H9c2 protect	NCOA2 inhibitor
CCOC(=O)[C@]12Cc3cc(OC)ccc3[C@H]1N(CC(=O)OC)C(=O)c1ccccc12	-2	4	/	/	/	-1	/	102	/	-11
COC(=O)C1=C(c2ccc(F)cc2F)C[C@@H]2CC[C@H]1N2C(=O)N1CCCCC1	7	-6	-10	-0.1	9	-2	0	95	-2	-5
CC1(C)CC(=O)c2cc(OCC(=O)N3CCN(Cc4ccccc4)CC3)ccc2O1	1	3	2	-1.4	14	-2	2	100	1	7
CC(=O)N1CCN(Cc2ccc(Cl)nc2)CC1	7	-4	-4	-0.9	5	-14	1	94	-1	-11
CC1=NNC(=O)C1Br (stereo unspecified)	-2	-39	3	-3.2	8	5	0	95	1	-32
Cc1noc(C)c1CC(=O)N1CCCC(N2CCN(c3ccccc3F)CC2)C1 (stereo unspecified)	0	-7	-10	-2.1	9	4	-1	98	-2	9
CN(C)C1(CNC(=O)c2ccc(NS(=O)(=O)c3ccc(Cl)c(Cl)c3)cc2)CCCCC1	-14	1	-12	-0.2	4	10	-2	96	1	-52
CN1CCC(OC(=O)c2cccc(F)c2)CC1	-2	-3	-3	-1.6	4	1	1	100	4	-36
CC(=O)NC1CC2CCCC(C1)N2 (stereo unspecified)	-3	11	-9	-1.6	1	-3	1	96	-2	-15
CCOc1ccc(CN(CCCl)CCCl)cc1C(=O)OC	-3	12	2	0.1	1	-5	2	102	0	/
BrCC(Br)C1CCC(Br)C(Br)C1 (stereo unspecified)	2	-2	9	0.7	5	4	0	103	-2	8
c1ccc2c(CN3CCOCC3)c[nH]c2c1	2	-1	5	2.3	8	1	0	101	-2	-6
C[C@@H]1CC2(CCCC[N+]2(C)C)C[C@H]1C	0	-3	4	-1.5	15	3	5	104	-1	15
CC(C)(C)NC(=O)C1CC2CCCCC2CN1 (stereo unspecified)	3	3	8	-2.2	4	3	-2	106	-7	8
O=C(NC1(C(F)(F)F)Oc2ccccc2O1)N1CCC2(CC1)OCCO2	0	0	13	-1.1	5	3	-5	97	44	-17
C=CCN1C(=O)NC(=O)/C(=C/c2ccoc2)C1=O	-3	1	1	-1.0	8	-3	4	101	2	0
COc1ccc(C=C2C(=O)N(C)C(=O)N(C)C2=O)cc1CSc1ccccn1	-2	17	0	-0.3	13	-10	1	107	35	-14
C[C@]12CC[C@H](O)CC1=CCC1C2CC[C@]2(C)C(=O)[C@H](Br)CC12 (stereo partly specified)	4	6	-2	-3.1	9	4	-6	97	-1	-4
CCOc1ccc(N2C(=O)NC(=O)/C(=C\c3ccc(N4CCOCC4)cc3C)C2=O)cc1	0	18	1	-0.7	25	3	2	102	-5	10
COC(=O)c1ccc(CN2CCSC2=N)cc1	-3	-4	7	-1.8	10	-1	0	87	7	0
CCOC(=O)[C@]12Cc3cc(C)ccc3[C@H]1N(Cc1ccccc1)C(=O)c1ccccc12	-4	-2	-3	0.2	11	-4	-7	91	-6	-4
CN1CCN(c2ccc(S(C)(=O)=O)cc2[N+](=O)[O-])CC1	-17	-5	8	-0.9	4	4	0	105	11	6
CCC(C(=O)N1CCC2(CC1)OCCO2)c1ccccc1 (stereo unspecified)	7	3	1	-0.1	0	-6	2	97	4	-9
Cc1ccccc1OCCN=Cc1c(O)n(C)c(=O)n(C)c1=O	-2	3	6	-2.1	-32	-2	3	95	4	4
C[C@]12CCC3C(CC[C@H]4C[C@@H](O)CC[C@]34C)C1C[C@@H](O)[C@@H]2O (stereo partly specified)	3	-7	-8	-1.3	-22	4	1	99	4	30

Given with bars between the fields: 3 of the compounds above.
molecule | m5-HT2A agonist | ABHD5 PLIN5 PPI | TLR9-MyD88 inh | MC4R ag barr | MC4R antag cAMP | NOD2-RIPK2 inh | N-glyco inh | ABCB6 inh 2 | H9c2 protect | NCOA2 inhibitor
COc1ccc(CN2CCNCC2)cc1 | 7 | 11 | 17 | -0.2 | -4 | -9 | 0 | 94 | -3 | 17
O=c1[nH]c(O)c(C=Nc2ccccc2Oc2ccccc2)c(=O)[nH]1 | 0 | 4 | -5 | 1.7 | 7 | -26 | 1 | 100 | -8 | -17
COCCNC(=O)c1c(N)n(CCC(C)C)c2nc3ccccc3nc12 | 1 | -12 | 2 | 2.7 | -3 | -9 | 3 | 110 | 6 | 20

The list goes on.
SMILES	m5-HT2A agonist	ABHD5 PLIN5 PPI	TLR9-MyD88 inh	MC4R ag barr	MC4R antag cAMP	NOD2-RIPK2 inh	N-glyco inh	ABCB6 inh 2	H9c2 protect	NCOA2 inhibitor
COC(=O)C1=C(c2cccc(OC)c2OC)C[C@@H]2CC[C@H]1N2C(=O)NCc1ccc(C(F)(F)F)cc1	-2	3	-15	0.3	6	7	-4	100	-2	11
CN1C(=O)C(=CN2CCN(C(=O)c3ccco3)CC2)C(=O)N(C)C1=S	2	5	1	0.0	5	-1	2	104	4	-8
COc1ccc2c(c1)C13CCCC[C@@H]1C(C2)N(C)CC3 (stereo partly specified)	-7	3	-6	-0.1	-1	-5	2	97	11	-13
Cc1ccc(O)c(CN2CCN(c3ccccc3)CC2)c1	-4	-2	1	0.6	-6	2	/	87	-6	-9
C=CCn1c(O)c(/C=C2/C=c3ccccc3=N2)c(=O)[nH]c1=S	8	8	6	0.7	0	-7	6	103	8	5
Cc1ccccc1NC(=O)N1Cc2ccccc2-n2nncc2C1	2	0	2	-2.7	0	-2	1	104	-5	12
COc1ccc(C2=CC(c3ccc(OC)c(OC)c3)c3c(c4ccccc4oc3=O)O2)cc1OC (stereo unspecified)	2	-3	-12	-0.6	-9	-11	17	92	3	-1
Cc1cc(/C=C2\C(=O)NC(=O)N(Cc3ccco3)C2=O)c(C)n1-c1ccc(C(=O)O)cc1	-2	-2	3	-1.9	1	-5	0	94	0	-21
Fc1ccccc1CCNCc1ccccc1	7	1	11	-2.8	8	-3	1	98	-3	-6
O=C1NC(=O)N(CCc2ccc(F)cc2)C(=O)/C1=C/c1ccco1	-5	0	-8	-0.8	18	-7	4	100	6	16
CC1CCC(N(C)C2CCN(C)CC2)CC1 (stereo unspecified)	-2	-5	-8	0.4	8	3	1	102	12	5
COc1ccc(OC)c(-n2c(O)c(/C=C3\C(C)=Nc4ccccc43)c(=O)[nH]c2=O)c1	0	7	/	-1.8	-1	-4	4	142	5	-4
C=CCN1C(=O)C2(C(C(=O)OCC)=C(N)Oc3ccccc32)C2=C1CCCC2=O (stereo unspecified)	7	4	4	-1.3	4	-5	0	91	-4	-6
CCn1c(=O)n(CC)c2cc([N+](=O)[O-])c(N3CCNCC3)cc21	-4	1	-6	-2.3	0	-13	0	100	6	-17
CC(C(=O)c1c[nH]c2ccccc12)N1CCSCC1 (stereo unspecified)	0	-3	-1	0.4	16	-5	-1	92	-2	-24
COc1cc(OC)c(OC)cc1CNCCc1ccc2c(c1)OCO2	8	2	1	-1.4	13	-2	2	105	3	-1
COc1ccc2c(c1)c(C(=O)CN1CCN(C)CC1)c(C)n2Cc1ccccc1	-2	1	-1	-2.7	1	-11	-3	100	3	-6

Some of the compounds tested (hit frequency here may not be typical).
